MCL1 BIM primary: disrupts human MCL1 binding to BIM-BH3 peptide; AID 2057; 320,000 compounds, 0.68% hits; GST-MCL1 / FITC-Bim-BH3 fluorescence polarization; inhibition, % at 10.9 µM;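 active = inhibition above the mean inhibition of all tested compounds plus 3 SD, set per campaign, cut at about 40% in these data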;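 note: 0% = DMSO wells and 100% = unlabeled Bim-BH3 peptide control; higher means more loss of mP so more displacement of Bim peptide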
Target sequence (Q07820 whole entry, looked up): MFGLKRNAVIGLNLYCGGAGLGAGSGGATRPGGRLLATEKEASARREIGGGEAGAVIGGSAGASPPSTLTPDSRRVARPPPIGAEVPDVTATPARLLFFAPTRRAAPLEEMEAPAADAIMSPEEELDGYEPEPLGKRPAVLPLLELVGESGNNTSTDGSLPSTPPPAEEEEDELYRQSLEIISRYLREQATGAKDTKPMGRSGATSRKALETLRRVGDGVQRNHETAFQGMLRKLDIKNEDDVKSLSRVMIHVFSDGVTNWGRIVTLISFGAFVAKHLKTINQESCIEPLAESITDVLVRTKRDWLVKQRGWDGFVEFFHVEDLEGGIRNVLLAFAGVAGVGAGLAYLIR
CIT2-GFP yeast: alters CIT2-GFP fluorescence in TOR pathway yeast screen; S. cerevisiae CIT2-GFP strain, flow cytometry, 3 h; 100 means same as DMSO wells; GFP response vs DMSO, % at 10 µM; 320,000 compounds, 0.065% hits;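 active = GFP response relative to DMSO above a set limit, near the screen mean plus 3 SD, cut at about 150% in these data; inconclusive = Fewer than 70 cells measured for a yeast strain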;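 note: ratio of well median GFP fluorescence to mean of DMSO wells on the plate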
GRK2 aptamer HTS: blocks RNA aptamer binding to human GRK2. P25098. bead flow cytometry, FAM-aptamer displacement from GRK2. inhibition of aptamer binding, % at 10 µM. 330,000 compounds, 0.59% hits. AID 488847;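 active = inhibition of aptamer binding above 40%, roughly 3 SD of noise, on plates passing a quality check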;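 note: median bead fluorescence of bound FAM aptamer so fluorescent compounds give negative values; no value below 0 was filed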
MEX-5 binding: C. elegans MEX-5 TCR-2 RNA binding activity; 300,000 compounds, 0.38% hits; activity score (negative = inhibition of binding), % at 10 µM; AID 1832; MEX-5/FITC-TCR2 RNA binding, fluorescence polarization; stronger effect = lower value; Q9XUB2;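 active = inhibition past about -25% in most replicates, and total fluorescence under double the plate's negative control median, limit read from the data; inconclusive = replicates evenly split on the limit, or fluorescence at least double controls; inactive = too little inhibition in most replicates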;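 note: 0% = DMSO and -100% = 5 µM competing unlabeled TCR2 RNA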
VLA-4 inh: inhibition in a human VLA-4 binding assay. AID 2557. VLA-4 expressing cells, ligand binding flow cytometry. inhibition, % (about 7 µM as worked out from the volumes in the protocol). 330,000 compounds, 0.2% hits; in the data active = inhibition above about 50%
BCLXL inh: Bcl-xL (human) inhibition; GST-Bcl-xL / FITC-Bim BH3 peptide fluorescence polarization; inhibition, % at 10.9 µM; Q07817; 320,000 compounds, 0.7% hits;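 active = inhibition above the mean of all tested compounds plus 3 SD, cutoff set per campaign, cut at about 30% in these data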;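 note: 0% = DMSO wells and 100% = unlabeled Bim-BH3 peptide competitor; inhibitors lower millipolarization by displacing the labeled peptide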
Target sequence (Q07817 whole entry, looked up): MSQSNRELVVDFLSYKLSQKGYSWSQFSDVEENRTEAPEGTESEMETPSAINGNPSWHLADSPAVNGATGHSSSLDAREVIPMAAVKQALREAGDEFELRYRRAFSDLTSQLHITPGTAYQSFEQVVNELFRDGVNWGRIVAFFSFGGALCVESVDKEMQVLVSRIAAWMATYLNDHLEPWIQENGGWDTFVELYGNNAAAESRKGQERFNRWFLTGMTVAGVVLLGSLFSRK
AGP1-GFP MLPCN: alters AGP1-GFP fluorescence in TOR pathway yeast screen | S. cerevisiae AGP1-GFP multiplex flow cytometry, 3 h; GFP as percent of DMSO wells | GFP response vs DMSO, % at 10 µM | 320,000 compounds, 0.02% hits | AID 2066;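 active = GFP response relative to DMSO above a set limit, near screen average plus 3 SD, cut at about 150% in these data; inconclusive = fewer than 70 cells counted for the yeast strain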;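 note: median GFP channel fluorescence of the gated AGP1 strain per well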
GLD-1 RNA inh: GLD-1-TGE RNA interaction inhibition (C. elegans). Q17339. purified GLD-1 + fluorescein TGE RNA, fluorescence polarization. inhibition, % at 5.96 µM. 320,000 compounds, 0.44% hits. AID 2280;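 active = percent inhibition above a per-plate cutoff, the plate mean of test compounds plus 3 SD, cut at about 30% in these data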;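 note: 0% = DMSO wells with GLD-1 and probe and 100% = wells lacking GLD-1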
Target sequence (Q17339 whole entry, looked up): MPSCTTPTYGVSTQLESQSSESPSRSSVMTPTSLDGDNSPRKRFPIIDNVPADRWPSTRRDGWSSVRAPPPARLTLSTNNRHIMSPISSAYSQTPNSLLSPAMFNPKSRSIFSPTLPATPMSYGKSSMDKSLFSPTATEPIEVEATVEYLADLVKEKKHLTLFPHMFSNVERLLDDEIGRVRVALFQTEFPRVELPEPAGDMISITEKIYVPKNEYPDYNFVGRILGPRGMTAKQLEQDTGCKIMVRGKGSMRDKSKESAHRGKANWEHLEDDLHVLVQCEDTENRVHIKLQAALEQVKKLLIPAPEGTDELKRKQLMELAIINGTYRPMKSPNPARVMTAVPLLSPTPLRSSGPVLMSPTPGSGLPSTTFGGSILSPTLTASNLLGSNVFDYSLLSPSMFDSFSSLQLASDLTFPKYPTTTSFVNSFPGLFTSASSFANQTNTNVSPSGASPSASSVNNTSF
CR mimetic SO: caloric restriction mimetics inhibiting age-related superoxide in yeast; 330,000 compounds, 0.18% hits; superoxide response (% of plate mean), % at 10 µM; S. cerevisiae aged cells, superoxide DHE fluorescence; stronger effect = lower value;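 active = superoxide response under a set limit, about three screen SD below normal, cut at about 65% in these data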;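 note: yeast aged for seven days with compound at 30 °C before DHE staining; 100% = average MFI of all compound-treated wells on the plate with controls excluded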
* hit, by the source's call; u = inconclusive; x = no result given.

Molecule	GLD-1 RNA inh	CIT2-GFP yeast	CR mimetic SO	BCLXL inh	VLA-4 inh	MCL1 BIM primary	GRK2 aptamer HTS	AGP1-GFP MLPCN	MEX-5 binding
CCCCN(C)CCNC(=O)c1cn(C)c(=O)c2c1c1ccccc1n2C	-7	93	106	7	28	8	0	96	-0.3
Cc1ccc(C)c(S(=O)(=O)/N=C2\C=C(NS(=O)(=O)c3ccccc3)C(=O)c3ccccc32)c1	8	94	101	10	-3	13	0	96	-0.1
O=C(Nc1ccccc1C(=O)O)c1ccc2ccccc2n1	-1	89	141	3	12	-1	1	94	-2.3
COc1ccc(-c2ccc(NS(=O)(=O)c3cc([N+](=O)[O-])c(C)c([N+](=O)[O-])c3)cc2)nn1	4	98	145	9	12	3	4	105	3.5
COc1cc(S(=O)(=O)N(Cc2cccnc2)Cc2ccco2)ccc1-n1cnnn1	13	105	98	4	7	9	0	97	-0.2
Cc1ccc(-n2c(=S)[nH]c3sc4c(c3c2=O)CCc2ccccc2-4)cc1	-4	107	108	12	-8	14	3	104	0.0
CCNC(=O)CC1C(=O)N(CC)C(=S)N1NC(=O)c1ccc(Cl)cc1 (stereo not given)	1	86	100	-1	5	0	3	97	-0.6
COc1ccc(C2CC3(O)CC(C#N)(C(=O)N3)C2(C#N)C#N)cc1 (stereo not given)	6	91	111	4	4	9	1	102	-4.6
CCN(CCCNC(=O)CCCCn1c(=O)[nH]c2ccccc2c1=O)c1ccccc1	2	98	107	-1	-9	-2	1	88	0.4
Cc1ccc(Cl)cc1NC(=O)COC(=O)CC1CC2CCC1C2 (stereo not given)	-2	106	86	5	-4	7	2	99	1.4
COc1ccccc1OCCOc1ccccc1/C=N/n1cnnc1	8	102	95	1	-3	4	0	96	-0.5
O=C(NCCCN1CCOCC1)c1ccc2c(c1)N(Cc1ccccc1)CCS2	-3	109	101	4	1	4	0	102	-3.3
CCn1c2ccccc2c2cc(NC(=O)C(C)C)ccc21	6	96	90	7	25	2	0	101	-1.2
O=C(NCC1CCCO1)C1CCN(S(=O)(=O)c2ccc(Br)cc2)CC1 (stereo not given)	5	102	84	-1	2	6	0	94	-1.4
COc1ccccc1-n1c(CNC(=O)c2ccco2)nnc1SCC(=O)Nc1ccc(F)cc1	-2	98	114	2	-8	0	4	94	-2.2
CC(C)(C)NS(=O)(=O)c1ccc(CCC(=O)Nc2cc(Cl)ccc2Oc2ccccc2)cc1	9	121	117	-4	-13	0	0	110	-5.8
COc1cccc(/C=C/C(=O)OCC(=O)c2c[nH]c3ccccc23)c1OC	2	96	106	-2	-67	-12	17	93	-12
CCOc1ccc(NC(=O)c2cc(SC)ccc2Cl)cc1	0	91	109	5	12	4	0	99	-0.7
O=S(=O)(Nc1ccncc1Cl)c1ccc2ccccc2c1	-5	102	96	-1	14	-3	0	105	-0.1
N#C/C(C(=O)N1CCCCC1)=C1\Nc2ccccc2S1	-2	96	101	0	-4	4	0	100	-1.4
C=CCN(c1ccc(F)cc1)S(=O)(=O)c1cc(C(=O)OCC(=O)N(C)C2CCS(=O)(=O)C2)ccc1Cl (stereo not given)	-3	107	98	-2	-4	3	0	100	0.3
Cc1ccc(C)c(SCC(=O)Nc2cccc(S(=O)(=O)NC3=NCCCCC3)c2)c1	7	103	102	8	9	5	0	104	-1.9
COc1ccc(NC(=O)c2ccc(NS(=O)(=O)c3cccc4cccnc34)cc2)cc1	3	101	113	-2	-5	-8	3	100	-1.9
COc1ccc(/C=C/C(=O)NC(=S)N2CCN(c3ccccc3OC)CC2)cc1	0	106	101	-1	6	-1	2	100	-1.3
Cc1cccc(N2CCN(C(=O)Cn3nc(Cc4ccncc4)c4ccccc4c3=O)CC2)c1C	0	94	99	1	13	-4	0	92	-1.1
O=C(COc1ccccc1[N+](=O)[O-])OCCCOC(=O)COc1ccccc1[N+](=O)[O-]	3	x	96	5	19	2	2	96	-1.9
CC(=O)c1ccn(S(=O)(=O)c2ccccc2)c1	8	103	111	0	9	1	3	98	-0.6
Cc1nnc(Oc2ccccc2)c2ccccc12	-2	92	99	5	13	6	2	96	1.0
Cc1cc(S(=O)(=O)NCc2ccccc2)ccc1OCC(=O)N1CCCC1	2	103	107	1	8	0	3	109	-0.1
c1ccc(Cn2nnnc2C(c2ccncc2)N2CCOCC2)cc1 (stereo not given)	9	100	95	12	-8	2	0	99	-0.3
COC(=O)C1CN(C(=O)C(C)Oc2cccc(C)c2C)c2ccccc2O1 (stereo not given)	2	99	106	1	10	-2	2	97	0.0
CCCc1cc(=O)oc2cc(C)cc(OC(C)C(=O)NCCN3CCOCC3)c12 (stereo not given)	-3	108	85	0	-16	3	0	106	-0.1
CCOc1ccc(NC(=S)NC(=O)c2cccnc2)c([N+](=O)[O-])c1	4	106	103	9	0	7	1	99	0.9
CC1CC(C)CN(C(=O)COC(=O)CNC(=O)C23CC4CC(CC(C4)C2)C3)C1 (stereo not given)	3	102	98	1	7	-7	2	104	-1.8
O=C(NCc1cccc(Cl)c1)N1CCN(S(=O)(=O)c2ccccc2F)CC1	0	102	110	7	8	7	3	104	-5.2
CC1CCN(c2ccc(NC(=S)NC(=O)c3ccc(-c4cccc([N+](=O)[O-])c4)o3)cc2)CC1	1	99	96	1	-5	8	2	99	-1.9
O=C(Nc1nnc(-c2ccc3c(c2)CCCC3)o1)C1CCCCC1	2	98	112	3	-4	0	2	97	0.0
O=C(CN1CCN(C/C=C/c2ccccc2)CC1)NCc1ccccc1	-6	100	136	0	0	-3	0	101	-3.7
O=C(Cc1ccccc1)N(c1ccc(F)cc1)C1C=CS(=O)(=O)C1 (stereo not given)	8	95	96	4	3	0	0	94	-0.8
CC(C)(C)CN1CCNC(=O)C1CC(=O)N1CCOc2ccccc2C1 (stereo not given)	10	82	101	14	0	11	0	x	-0.5
CN(C)C(CNC(=O)CCS(=O)(=O)c1ccccc1)c1ccccc1 (stereo not given)	5	111	87	-4	-1	-2	0	111	-3.1
O=C(O)CC(NC(=O)OCc1ccccc1)c1ccccc1 (stereo not given)	9	106	106	5	12	4	0	101	4.1
CCCCCC(=O)Nc1nc(C)c(-c2csc(Nc3ccc(Cl)cc3)n2)s1	-1	93	105	-3	-10	3	0	91	0.4
O=[N+]([O-])c1cc(F)c(N2CCCCC2)cc1N1CCOCC1	0	101	119	1	-5	-2	12	104	0.9
CC(C)CCNC(=O)C(C)N(C(=O)c1snc(C(N)=O)c1N)c1cnc2ccccc2c1 (stereo not given)	2	92	96	5	-6	9	2	101	-2.7
CCc1ccc(S(=O)(=O)Nc2ccc(-c3ccc4nnc(C)n4n3)cc2)s1	2	91	84	5	22	-2	0	99	x
O=[N+]([O-])c1ccc([N+](=O)[O-])c(Nc2ccc(N3CCOCC3)cc2)c1	7	94	92	8	-3	0	2	84	-1.6
O=c1cc2c(nn1Cc1ccccc1Cl)-c1ccccc1CC2	5	85	93	6	-23	0	0	103	-1.2
CCCCNC(=S)Nc1ccc2nc3n(c(=O)c2c1)CCCCC3	-1	89	106	8	0	12	3	95	3.7
COc1ccc(C=O)cc1C1=CC(=O)C[C@H](c2ccc(Cl)cc2)C1	2	97	101	0	6	4	0	97	x

(further entries)
Molecule	GLD-1 RNA inh	CIT2-GFP yeast	CR mimetic SO	BCLXL inh	VLA-4 inh	MCL1 BIM primary	GRK2 aptamer HTS	AGP1-GFP MLPCN	MEX-5 binding
CC(=O)N1c2ccc(N=Cc3cc(Br)cc(Br)c3O)cc2CC1C (stereo not given)	1	86	94	0	6	12	0	93	-13
COC(=O)c1ccc2c(c1)C(C)(C)C(/C=C/c1ccc(OC)c(OC)c1OC)=[N+]2C	20	117	96	-65	-5	-113	1	x	40
COC(=O)c1c(C)[nH]c(C)c1-c1cccc([N+](=O)[O-])c1	4	94	111	8	-10	0	1	91	-0.4
O=C(NC(=S)Nc1ccc2[nH]c(=O)[nH]c2c1)c1ccccc1Cl	-10	109	94	3	-19	10	7	106	1.8
COc1ccc(OCCCC(=O)NNC(=O)CCN2CCN(c3ccccc3)CC2)cc1	-4	94	124	-6	-7	-8	6	102	-0.4
N/C(=N\OC(=O)c1cccs1)c1ccccc1	5	109	95	3	-1	9	0	88	-3.0
COC(=O)CNC(=O)/C=C/c1cc(Br)ccc1OC	6	u	92	6	11	1	4	u	-2.9
Cc1noc(C)c1NC(=O)Nc1ccc2c(c1)C(=O)N([C@H](C)CO)C[C@H](C)[C@@H](CN(C)S(=O)(=O)c1c(C)noc1C)O2	0	x	100	x	5	x	5	x	x
Cc1c(C)c2c(OCC(=O)N3CCC[C@H]3C(=O)O)cc3c(c2oc1=O)CCC(C)(C)O3	0	97	105	16	-21	8	1	100	-1.2
NS(=O)(=O)c1cccc(NC(=O)COC(=O)CNC(=O)c2ccc(-c3ccccc3)cc2)c1	6	85	114	2	-9	-4	0	95	x
Cc1cc(C)c(S(=O)(=O)Nc2cnc3ccccc3c2)c(C)c1	-11	105	101	4	1	3	3	106	-1.6
CCOC(=O)c1c(S(=O)(=O)NCC2CCN(Cc3cccc(F)c3)CC2)c(C)n(C)c1C	4	101	95	1	4	7	0	107	1.9
C/C(=N\N1C(=O)CSC1=S)c1ccc(Br)cc1	-4	92	93	2	-58	10	1	89	-1.0
O=C(CNC(=O)c1ccccc1F)NCCc1ccccc1F	7	102	90	2	12	4	9	95	x
CCC1Oc2ccccc2N(CC(=O)NCCCN2CCC(C)CC2)C1=O (stereo not given)	8	99	90	-1	-1	7	1	99	4.5
CCOC(=O)N1CCN(CCC(=O)Nc2ccc(C)cc2)CC1	-8	94	82	1	-1	-3	0	89	-0.8
COc1ccc(NC(=O)C(NCC(C)C)c2ccccc2)cc1Cl (stereo not given)	-7	97	105	5	-4	-4	8	97	-0.7
CCc1ccc(OCc2nnc(SCC(=O)N3CCN(c4ccccc4)CC3)o2)cc1	5	97	118	4	7	10	15	99	0.8
O=C(CN(Cc1ccccc1)C(=O)c1ccc2c(c1)OCCO2)NCc1ccc2c(c1)OCO2	1	103	100	0	2	-8	0	106	2.1
COC(=O)c1sccc1NC(=O)c1ccc(OC)c(OC)c1	-3	98	101	2	-61	-4	1	x	-0.5
CCN(c1ccccc1)S(=O)(=O)c1ccc(C(=O)Nc2ccc(C)cn2)cc1	1	88	82	2	15	4	3	94	0.9
COc1ccc(C(C)(C)C)cc1NC(=O)CCn1[nH]c(=O)ccc1=O	4	92	107	x	0	x	3	98	x
O=C(O)/C=C/c1ccc(S(=O)(=O)Nc2ccc(OCc3ccccc3)cc2)cc1	2	113	101	12	-6	6	33	108	0.1
O=C(O)CCn1cc(/C=C/C(=O)c2ccc(Cl)cc2)c(-c2ccc(Br)cc2)n1	12	111	100	20	-13	11	3	94	x
O=C(NC1(C(F)(F)F)NC(=O)N(c2ccc(F)cc2)C1=O)c1ccncc1 (stereo not given)	6	105	105	4	4	6	1	106	0.0
CCOC(=O)N1CCC(NC(=O)CCC(=O)N2CC(C)Oc3ccccc32)CC1 (stereo not given)	-6	107	100	3	2	8	2	108	0.6

Assay outcomes deposited in PubChem by several laboratories.
